RAD52 inh: blocks human RAD52 DNA annealing; P43351; recombinant RAD52 DNA annealing, FRET fluorescence; inhibition, % at 18.7 µM; actives 0.46% (n = 360,000); AID 651710;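 active means every replicate showing at least 50% inhibition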
XiGFP reactiv: X-chromosome reactivation activator; XiGFP mouse fibroblasts, % GFP-positive cells imaging, 3 d; cells co-treated with 5-aza-dC sensitizer; scaled so ellipticine positive control = 100%; activation, % at 7.58 µM; actives 0.055% (n = 360,000);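 active means mean normalized replicate activation at least 10% and every replicate at or above 10%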;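 further: 0% = median of on-plate neutral control wells and 100% = ellipticine 6 µM median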
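System: XiGFP fibroblasts, SV40-immortalized. Medium: DMEM plus 5-aza-dC sensitizer. Doses: single point. Timing: 3 d treatment, 15 min room-temperature fixation. Control set: ellipticine 6 µM.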
ERAP1 inh: ERAP1 (human) enzyme inhibition. Q9NZ08. recombinant ERAP1, Leu-AMC fluorescence, 60 min. inhibition, % at 10.7 µM. actives 0.15% (n = 340,000);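 active means mean replicate inhibition of at least 30%, or all replicates individually reaching that 30% level; inactive means mean below 30% and not every replicate reaching it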;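 further: 0% = neutral control wells and 100% = L-leucinethiol positive control wells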
RAD54 inh: RAD54 (human) branch migration inhibition; inhibition, % at 10.4 µM; RAD54 Holliday junction branch migration, FAM/BHQ fluorescence; AID 602329; actives 0.14% (n = 360,000); Q92698;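 active means mean normalized replicate activity at least 40 and at least half of replicates scoring 40 or more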;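 further: 0% = median of neutral control wells and 100% = median of positive control wells; inhibitors cause a drop in the FAM fluorescence signal; in these data hits start at about 50%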
Target sequence (Q92698 whole entry, looked up): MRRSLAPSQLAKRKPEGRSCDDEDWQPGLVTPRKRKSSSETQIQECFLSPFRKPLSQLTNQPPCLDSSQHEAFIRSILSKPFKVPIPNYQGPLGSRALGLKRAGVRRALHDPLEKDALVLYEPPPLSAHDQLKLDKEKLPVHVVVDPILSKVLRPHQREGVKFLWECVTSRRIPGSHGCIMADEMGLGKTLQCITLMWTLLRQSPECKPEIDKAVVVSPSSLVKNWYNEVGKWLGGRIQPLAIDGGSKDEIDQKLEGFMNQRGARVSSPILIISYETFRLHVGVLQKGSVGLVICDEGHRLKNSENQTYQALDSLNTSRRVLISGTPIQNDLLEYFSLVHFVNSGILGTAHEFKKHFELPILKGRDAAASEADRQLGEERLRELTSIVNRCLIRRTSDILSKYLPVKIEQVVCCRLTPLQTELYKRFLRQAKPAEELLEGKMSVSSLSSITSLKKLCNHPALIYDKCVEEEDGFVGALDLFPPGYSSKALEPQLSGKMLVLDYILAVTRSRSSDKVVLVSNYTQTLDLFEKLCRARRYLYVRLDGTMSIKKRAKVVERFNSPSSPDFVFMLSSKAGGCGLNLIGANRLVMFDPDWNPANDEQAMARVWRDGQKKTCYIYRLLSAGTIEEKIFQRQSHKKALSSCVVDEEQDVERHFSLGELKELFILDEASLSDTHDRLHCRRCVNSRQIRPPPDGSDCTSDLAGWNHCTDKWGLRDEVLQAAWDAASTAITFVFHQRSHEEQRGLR
ARNT-TACC3 inh: ARNT/TACC3 interaction disruption; actives 0.66% (n = 390,000); AID 623870; inhibition, % at 9.99 µM; AlphaScreen His-ARNT PAS-B/GST-TACC3 binding, luminescence; TACC3 fragment carries E629A point mutation;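 active means mean inhibition of replicates at least 50% and at least half of replicates each reaching 50%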;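 further: 0% = complete ARNT plus TACC3 wells and 100% = ARNT alone without TACC3; many hits fall short of the cut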
GSIS activator: primary screen for activators of insulin secretion dependent on glucose, INS-1E cells, GLuc reporter luminescence. INS-1E GLuc reporter insulin secretion, 2-3 h. activation, % at 16.6 µM. actives 0.61% (n = 370,000). AID 743287;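 active means lowest replicate activation of at least 40%, so every replicate reaches that level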;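 further: 0% = median of neutral control wells and 100% = median of IBMX positive control wells; some compounds called inactive have numbers as strong as hits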
esBAF inh: blocks esBAF chromatin remodeling in mouse ES cells; Bmi1-luciferase knock-in reporter, 24 h; 100% = twice the neutral-well signal; reporter increase, % at 12.5 µM; actives 2% (n = 350,000); AID 602393; in the data active means activation above about 40%;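 further: 0% = median of the plate's neutral control wells and 100% = double that signal; a rise in the Bmi1 reporter signal indicates esBAF inhibition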
CFTR F508del cor: correctors of CFTR F508del function in bronchial epithelial cells; CFBE cells, YFP halide quenching; stimulated with forskolin plus potentiator P3; % fluorescence drop versus neutral controls; activity (quench increase), % at 7.58 µM; actives 0.36% (n = 350,000);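 active means mean added fluorescence quench of at least 8% versus neutral control, with both replicates also reaching 8%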;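 further: cells transiently co-express mutant CFTR-F508del with the halide-sensitive YFP; corrector assay measuring rescue of mutant channel to the surface after 24 h compound exposure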
Numbers without * were called inactive; . = not tested or not shown; & = joins results of further samples.

The first nine entries (preview)
Every second line gives: RAD52 inh	XiGFP reactiv	ERAP1 inh	RAD54 inh	ARNT-TACC3 inh	GSIS activator	esBAF inh	CFTR F508del cor
- Fc1ccc(NC(=S)NNc2ncc(C(F)(F)F)cc2Cl)c(F)c1
    -17	0.0	-5	.	42	-39	.	1.1
- CCOc1ccc(OCc2ccc(C(=O)Nc3cccnc3)cc2)cc1
    -2	0.0	-1	8	-3	13	27	-2.1
- O=C(NCC(F)(F)F)[C@H]1[C@H](CO)[C@H]2Cn3c(ccc(-c4cccnc4)c3=O)[C@@H]1N2Cc1ccccc1
    -14	0.3	0	-3	6	-5	2	.
- COc1ccc(S(=O)(=O)N(C)C[C@H]2Oc3ccc(NC(=O)Nc4cccc5ccccc45)cc3C(=O)N([C@@H](C)CO)C[C@@H]2C)cc1
    .	-0.9	.	.	.	-35	4	-1.0
- CCc1ccc(N(C)S(=O)(=O)c2ccc3[nH]cc(C(=O)NCCN4CCOCC4)c(=O)c3c2)cc1
    .	.	.	-11	-10	-9	-4	.
- C[C@@H]1CN([C@@H](C)CO)C(=O)c2cccc(NS(=O)(=O)c3ccc(F)cc3)c2O[C@@H]1CN(C)C(=O)Nc1ccc2c(c1)OCO2
    8	0.2	2	-1	-1	-17	8	3.0
- Cc1cc(NN)nc(NS(=O)(=O)c2ccccc2)n1
    -12	0.1	5	-5	.	-22	.	0.7
- CCOc1cc(CNCCc2c[nH]c3ccccc23)cc(Cl)c1OCC(N)=O
    8	0.0	-5	-3	0	.	2	-1.6
- O=C(c1ccco1)N(CCCN1CCOCC1)c1nc(-c2ccc(F)cc2)cs1
    32	.	0	8	8	-18	-5	.

Results, repeating the preview:
Every second line gives: RAD52 inh	XiGFP reactiv	ERAP1 inh	RAD54 inh	ARNT-TACC3 inh	GSIS activator	esBAF inh	CFTR F508del cor
- Fc1ccc(NC(=S)NNc2ncc(C(F)(F)F)cc2Cl)c(F)c1
    -17	0.0	-5	.	42	-39	.	1.1
- CCOc1ccc(OCc2ccc(C(=O)Nc3cccnc3)cc2)cc1
    -2	0.0	-1	8	-3	13	27	-2.1
- O=C(NCC(F)(F)F)[C@H]1[C@H](CO)[C@H]2Cn3c(ccc(-c4cccnc4)c3=O)[C@@H]1N2Cc1ccccc1
    -14	0.3	0	-3	6	-5	2	.
- COc1ccc(S(=O)(=O)N(C)C[C@H]2Oc3ccc(NC(=O)Nc4cccc5ccccc45)cc3C(=O)N([C@@H](C)CO)C[C@@H]2C)cc1
    .	-0.9	.	.	.	-35	4	-1.0
- CCc1ccc(N(C)S(=O)(=O)c2ccc3[nH]cc(C(=O)NCCN4CCOCC4)c(=O)c3c2)cc1
    .	.	.	-11	-10	-9	-4	.
- C[C@@H]1CN([C@@H](C)CO)C(=O)c2cccc(NS(=O)(=O)c3ccc(F)cc3)c2O[C@@H]1CN(C)C(=O)Nc1ccc2c(c1)OCO2
    8	0.2	2	-1	-1	-17	8	3.0
- Cc1cc(NN)nc(NS(=O)(=O)c2ccccc2)n1
    -12	0.1	5	-5	.	-22	.	0.7
- CCOc1cc(CNCCc2c[nH]c3ccccc23)cc(Cl)c1OCC(N)=O
    8	0.0	-5	-3	0	.	2	-1.6
- O=C(c1ccco1)N(CCCN1CCOCC1)c1nc(-c2ccc(F)cc2)cs1
    32	.	0	8	8	-18	-5	.
- CCc1ccccc1NC(=O)Nc1cccn(Cc2ccc(F)cc2)c1=O
    -20	0.2	2	.	5	-11	.	4.0
- O=c1[nH]c(=S)[nH]cc1Oc1ccc(Br)cc1Br
    -70	0.0	-3	-1	28	17	11	4.0
- CC(C)CN1CCN(Cc2cccc3ncccc23)CC1CCO (stereo not given)
    -22	0.0	-7	.	-6	-16	.	-2.4
- O=C(c1ccc(=O)[nH]n1)N1CCN(S(=O)(=O)c2cccc(F)c2)CC1
    1	0.0	2	-15	-5	33	-1	-2.7
- CCCCN(CCCC)Cc1ccc(C(=O)NNC(=O)Nc2ccc(Cl)cc2)o1
    -9	0.2	-2	2	23	-22	-6	-0.6
- O=C(C1CCCCC1)N1CC(=O)N2[C@H](CO)[C@H](c3ccc(-c4ccccc4F)cc3)[C@H]2C1
    -32	0.0	-2	.	.	-24	.	0.3
- CCC(=O)Nc1ccc2c(c1)C(=O)N(C)C[C@@H](OC)[C@@H](C)CN(C(=O)c1ccccn1)[C@@H](C)CO2
    -20	0.2	2	2	0	4	-8	1.3
- C[C@@H]1CN([C@@H](C)CO)C(=O)c2cccc(NC(=O)Nc3ccc4c(c3)OCO4)c2O[C@H]1CN(C)S(C)(=O)=O
    2	0.3	-1	3	-3	7	6	3.2
- Cc1csc(NC(=O)c2cc3c(C)nn(Cc4ccccc4Cl)c3s2)n1
    .	-0.1	.	3	-1	-9	7	.
- CN1CCN(c2nc3c(c(=O)[nH]c(=O)n3C)n2Cc2ccccc2)CC1
    -2	0.1	-2	6	-3	9	6	-0.9
- COc1ccccc1C1=NC(c2ccc(F)cc2)N=C1C (stereo not given)
    -10	0.0	7	.	.	3	.	-0.1

(more compounds)
Every second line gives: RAD52 inh	XiGFP reactiv	ERAP1 inh	RAD54 inh	ARNT-TACC3 inh	GSIS activator	esBAF inh	CFTR F508del cor
- C[C@H](CO)N1C[C@H](C)[C@H](CN(C)C(=O)Nc2ccccc2)Oc2ncc(C#Cc3ccc(F)cc3)cc2C1=O
    3	2.3	2	-3	-1	-40	16	2.7
- COc1ccccc1C(=O)Oc1cc(N)n(S(=O)(=O)c2ccccc2)n1
    -22	0.5	0	0	-4	-4	-11	-3.5
- Cn1cc(CCOCc2ccccc2)c2ccccc21
    6	0.2	-2	.	.	-4	.	1.1
- COCc1cn(CC[C@@H]2CC[C@@H](NC(=O)Cc3cccnc3)[C@H](CO)O2)nn1
    2	-0.6	1	-6	-2	5	0	-0.7
- Cc1cccc(NS(=O)(=O)c2ccc(C)c(NS(=O)(=O)c3cccs3)c2)c1
    -8	0.1	-1	.	-2	6	.	-0.5
- Cc1ccc(NC(=O)c2cc(S(=O)(=O)N3CCCCC3)ccc2N2CCOCC2)cc1F
    .	.	.	1	1	-18	10	.
- CC[C@@]1(C(=O)OC)N[C@H](CN(C)S(=O)(=O)c2ccc(-c3ccccc3)cc2)[C@@H]2C(=O)N(Cc3ccccc3)C(=O)[C@@H]21
    -10	-0.1	-4	-4	5	.	-6	0.0
- O=C(C[C@@H]1CC[C@H]2[C@@H](COC[C@@H](O)CN2S(=O)(=O)c2ccc(F)cc2)O1)NCC1CC1
    0	0.0	0	4	6	12	-4	1.3
- N#C[C@@H]1[C@H](c2ccc(C3=CCCCC3)cc2)[C@H](CO)N1C(=O)Nc1ccccc1F
    -40	-0.1	1	4	2	-20	0	-0.1
- COCc1cn(CC[C@@H]2CC[C@@H](NC(=O)c3ccc(F)cc3)[C@H](CO)O2)nn1
    -11	0.0	-1	-8	6	2	-4	-1.8
- O=C(Nc1nnc(C2CC2)s1)C1CCCCN1S(=O)(=O)c1ccccc1 (stereo not given)
    -19	0.0	-1	9	-8	5	2	-0.3
- CC(C)CC1C(=O)N(Cc2cn(CC3CCCCC3)nn2)CCS(=O)(=O)N1Cc1ccc(-c2cccc(CO)c2)cc1 (stereo not given)
    -4	0.4	.	7	.	38	25	-2.9
- CC(C)CNC(=O)C1(C)CCCN1Cc1ccccc1OC(F)F (stereo not given)
    -5	0.0	-6	8	.	-1	-8	-0.6
- COc1ccccc1-c1nnc(SCC(=O)Nc2ccc(N3CCOCC3)cc2)n1C
    -9	-0.1	-5	.	2	-1	.	0.0
- COc1cccc(S(=O)(=O)N[C@@H]2C=C[C@H](CC(=O)NCc3ccc(F)cc3)O[C@@H]2CO)c1
    -3	1.0	-5	7	9	-6	-6	2.7
- COc1cc(S(=O)(=O)N2CCOCC2)ccc1N
    -12	-0.1	-1	.	1	9	.	-0.6
- O=C(Nc1cccc(F)c1)N1CC(=O)N2[C@H](CO)[C@@H](c3ccc(-c4ccc(F)cc4)cc3)[C@@H]2C1
    -4	0.1	2	.	.	-36	.	-2.2
- Nc1nonc1-n1nnc(C(=O)N/N=C/c2ccc(OCc3ccccc3F)cc2)c1CN1CCCCC1
    -3	0.1	0	-4	-20	-5	9	2.2
- COc1ccc(S(=O)(=O)Nc2cccc3c2O[C@H](CN(C)S(=O)(=O)c2ccccc2)[C@H](C)CN([C@@H](C)CO)C3=O)cc1
    .	-0.8	.	15	5	4	2	-0.1
- COc1ccc(-c2ccc(C3[C@H]4CNC[C@@H]3N4Cc3ccc4c(c3)OCO4)cc2)cc1 (stereo not given in full)
    47&21	0.0&0.0	0&-1	.	.	28&-3	.	-2.2&0.6

The list goes on:
Every second line gives: RAD52 inh	XiGFP reactiv	ERAP1 inh	RAD54 inh	ARNT-TACC3 inh	GSIS activator	esBAF inh	CFTR F508del cor
- CCCNC(=O)c1cc(C2CCCCN2C(=O)c2cc(C(C)(C)C)nn2C)on1 (stereo not given)
    -1	0.2	1	-5	.	-5	-3	-0.2
- COc1ccc(NC(=O)NC(c2ccccc2)c2ccccc2)c(OC)c1
    9	0.3	-2	-4	-2	11	-6	1.2
- CC(C)(C)OC(=O)N1CCC(c2c(C(=O)N3CCN(C4CCCCC4)CC3)cnn2-c2ccccc2)CC1
    -8	0.2	-4	-2	-1	34	-3	-0.2
- CCOC(=O)c1[nH]c(C)c(C(=O)NCc2ccc(Cl)cc2)c1C
    .	.	.	3	-4	-14	-7	.
- C/C(=N\NC(=O)c1nnn(-c2nonc2N)c1CN(C)c1ccccc1)c1ccccc1O
    -15	0.4	-2	6	-8	20	-10	3.1
- C[C@@H]1CN([C@@H](C)CO)C(=O)c2cc(NC(=O)c3ccncc3)ccc2O[C@H]1CN(C)Cc1ccc(-c2ccccc2)cc1
    9	0.6	0	1	-1	-13	-7	-1.1
- CC(=O)c1ccc(-n2ccnc2)cc1
    -11	0.7	0	.	-5	13	-3	.
- CC(C)NC(=O)Nc1ccc2c(c1)C(=O)N([C@H](C)CO)C[C@H](C)[C@@H](CN(C)C(=O)Nc1ccc(C(F)(F)F)cc1)OCCCC[C@@H](C)O2
    8	0.0	-1	4	-7	-1	-1	0.8
- CSc1ncccc1C(=O)Nc1nc2ccc(S(C)(=O)=O)cc2s1
    -15	0.1	7	7	0	-10	20	0.5
- CC(=O)Oc1cc(OC(C)=O)c2c(=O)c(-c3ccc4c(c3)OCCCO4)c(C)oc2c1
    6	0.2	2	.	7	.	.	-0.4
- Cc1ccc2c(c1)c1c3n2CCN(C(=O)CCl)C3CCC1 (stereo not given)
    -5	-0.1	0	2	2	-3	4	2.7
- COc1ccc(NC(=O)CC23CC4CC(CC(Br)(C4)C2)C3)c(OC)c1
    -5	-0.1	1	-2	-6	-18	-1	2.0

Assay outcomes (PubChem)
